Screens (PubChem)
TCR-CD3 inh: inhibitors of human TCR-CD3 interaction, primary screen, biochemical, fluorescence, TAMRA-labeled TCR probe; 0.37% of 360,000 active; AID 651800, 2012; inhibition, % at 9.4 µM; in the data active means inhibition above about 19%;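 further: recombinant mutant TCR 2C K166C tagged with TAMRA read by polarization; 0% = receptor in buffer alone and 100% = receptor with positive control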
UHRF1 binding: UHRF1 methylated DNA binding inhibitors, primary screen, counter-screen for MBD2 inhibitor project, biochemical, TR-FRET, human UHRF1, single concentration; inhibition, % at 4.4 µM; AID 687016, 2013; 0.75% of 370,000 active; UHRF1 binding to methylated oligo; E3 ubiquitin-protein ligase UHRF1 (Homo sapiens), Q96T88; in the data active means inhibition above about 21%;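 further: UHRF1 SRA domain binding a hemimethylated CpG hairpin DNA probe; 0% = median of test compound wells and 100% = reference inhibitor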
DDE Tn6 FP inh: inhibitors of Tn6 peptide binding to fibrin DD(E), primary screen, biochemical, fluorescence polarization, human fibrin, Tn6 probe; Fibrin DD(E) TRITC-Tn6 fluorescence polarization displacement; 0.21% of 370,000 active; inhibition, % at 8.3 µM; Fibrinogen beta chain (Homo sapiens), P02675;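 active means inhibition above a per-campaign cutoff: mean of compounds within control limits plus 3 SD, cut at about 15% in these data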;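 further: 0% = median of all compound wells on the plate and 100% = blocking peptide control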
PRMT1 inh: PRMT1 methyltransferase inhibitors, primary screen, biochemical, fluorescence polarization; 1.3% of 370,000 active; AID 652257, 2013; inhibition, % at 2.79 µM; recombinant PRMT1, activity-based probe fluorescence polarization;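 active means inhibition above about 21% made by adding two undisclosed values, limit read from the data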
Target sequence (Q99873 whole entry, looked up): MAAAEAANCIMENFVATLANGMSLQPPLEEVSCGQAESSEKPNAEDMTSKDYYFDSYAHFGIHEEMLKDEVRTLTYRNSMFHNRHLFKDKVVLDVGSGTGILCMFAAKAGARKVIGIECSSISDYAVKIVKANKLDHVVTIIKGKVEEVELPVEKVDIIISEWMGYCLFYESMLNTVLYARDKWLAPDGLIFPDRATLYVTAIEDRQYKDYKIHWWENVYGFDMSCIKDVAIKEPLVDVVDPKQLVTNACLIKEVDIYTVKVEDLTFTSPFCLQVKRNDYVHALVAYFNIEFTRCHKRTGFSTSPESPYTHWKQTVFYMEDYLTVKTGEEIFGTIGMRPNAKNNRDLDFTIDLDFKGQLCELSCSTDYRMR
KLK7 zymogen act: proKLK7 zymogen activators, primary screen, biochemical, fluorescence intensity; Kallikrein-7 (Homo sapiens), P49862; purified proKLK7, EDANS-DABCYL substrate fluorescence; 100% is mature enzyme control, 0% vehicle; activation, % at 7 µM; 0.9% of 370,000 active;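 active means activation above the mean of all tested compounds plus 3 SD, computed per campaign excluding outliers beyond control limits, cut at about 13% in these data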
Target sequence (P49862 whole entry, looked up): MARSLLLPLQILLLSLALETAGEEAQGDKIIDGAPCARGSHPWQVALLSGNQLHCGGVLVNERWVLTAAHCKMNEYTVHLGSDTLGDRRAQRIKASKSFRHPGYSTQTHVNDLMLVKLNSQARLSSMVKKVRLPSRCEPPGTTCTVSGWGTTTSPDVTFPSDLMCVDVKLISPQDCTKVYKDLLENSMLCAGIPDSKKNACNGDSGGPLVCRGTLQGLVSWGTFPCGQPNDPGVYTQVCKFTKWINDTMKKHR
DDE Tn7 FP inh: inhibitors of Tn7 peptide binding to fibrin DD(E), primary screen, biochemical, fluorescence polarization, human fibrin, Tn7 probe; FP displacement of FITC-Tn7 peptide from fibrin DD(E); 0% = median of compound wells per plate; 0.13% of 370,000 active; Fibrinogen beta chain (Homo sapiens), P02675; inhibition, % at 8.3 µM;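 active means inhibition above the mean of compounds falling within the control limits plus 3 SD of them, cut at about 14% in these data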;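 further: 0% = plate median of compound wells and 100% = 10 µM Aha-Tn7 peptide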
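Assay system: Fibrin-DD(E) protein isolated from polymerized human fibrin clots; read-out basis: percent inhibition; medium: Tris/NaCl/CaCl2 buffer, pH 7.8; signal: FP measurement; incubation: 10 min plus 3 h, room temperature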
TDP2 inh: human TDP2 enzyme inhibitors, primary screen, biochemical, epi absorbance, recombinant enzyme; 0.34% of 370,000 active; T5PNP hydrolysis, p-nitrophenol absorbance 415 nm; Tyrosyl-DNA phosphodiesterase 2 (Homo sapiens), O95551; AID 720702, 2013; inhibition, % at 12.8 µM;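 active means inhibition above the mean of all tested compounds plus 3 SD, set per campaign, cut at about 25% in these data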;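 further: 0% = DMSO with enzyme and 100% = buffer with substrate but no TDP2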
Target sequence (O95551 whole entry, looked up): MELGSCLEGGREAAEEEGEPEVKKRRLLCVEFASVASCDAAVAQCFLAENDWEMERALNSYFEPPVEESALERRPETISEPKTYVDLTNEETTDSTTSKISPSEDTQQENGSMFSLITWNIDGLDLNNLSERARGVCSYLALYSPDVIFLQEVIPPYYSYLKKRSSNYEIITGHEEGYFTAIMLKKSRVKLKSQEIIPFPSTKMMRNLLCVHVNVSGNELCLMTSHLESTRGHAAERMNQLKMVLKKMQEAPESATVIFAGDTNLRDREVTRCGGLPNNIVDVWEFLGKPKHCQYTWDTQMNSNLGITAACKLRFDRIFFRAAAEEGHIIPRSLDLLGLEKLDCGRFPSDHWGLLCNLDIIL
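Assay system: recombinant human TDP2 / Reagent: T5PNP substrate at 5 mM, a TopII-DNA adduct mimic / Measured by: epi absorbance from released p-nitrophenol / Evaluation: % inhibition relative to enzyme-containing and enzyme-free wells / Control set: enzyme-free and DMSO wells / Replicates: each compound tested once, singlicate / Schedule: enzyme reaction with compound for 2 h at 37 °C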
LEDGF integ inh: blockers of LEDGF/p75-dependent integrase strand transfer – biochemical, TR-FRET, high throughput, primary screen; 0.64% of 370,000 active; AID 743269, 2014; TR-FRET IN-LEDGF/p75 DNA integration, Eu/Cy5; HIV-1 integrase (with human LEDGF/p75); inhibition, % at 3.7 µM;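 active means inhibition above the screen-wide mean plus 3 SD, cut at about 13% in these data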;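 further: signal is the Cy5 over europium emission ratio at 671 and 618 nm; 0% = plate median of compound wells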
SIAE primary: human SIAE inhibitors, primary screen, biochemical, fluorescence polarization, FP-Rh probe, 1536-well HTS; AID 1053197, 2014; Sialate O-acetylesterase (Homo sapiens), Q9HAT2; 0.69% of 370,000 active; SIAE FP-Rh probe binding; inhibition, % at 9.66 µM;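 active means inhibition above a cutoff: mean of compounds within the control limits plus 3 SD of those, cut at about 17% in these data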;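 further: 0% = plate median of compound wells and 100% = probe without SIAE protein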
MBD2 inh: inhibitors of MBD2 binding to methylated DNA, primary screen, biochemical, TR-FRET, DNA-binding domain, human; Methyl-CpG-binding domain protein 2 (Homo sapiens), Q9UBB5; MBD2 binding to methylated oligonucleotide; inhibition, % at 4.4 µM; 0.31% of 370,000 active; AID 686964, 2013; in the data active means inhibition above about 13%
* marks the source's active call; other numbers are inactive results.

Values run as follows: TCR-CD3 inh, UHRF1 binding, DDE Tn6 FP inh, PRMT1 inh, KLK7 zymogen act, DDE Tn7 FP inh, TDP2 inh, LEDGF integ inh, SIAE primary, MBD2 inh
- CC(C)(C)NC(=O)NC(=O)COC(=O)c1nc(-c2ccccc2)n(-c2cccc(C(F)(F)F)c2)n1
→ -8, 0, -1, 3, -0.5, 2, -13, -1, 0, 2
- CC(=O)N1CCSc2ccc(S(=O)(=O)NCCc3ccc(C)cc3)cc21
→ -2, 0, -2, 4, -0.3, -4, 5, -5, -2, -1
- Cc1nn(-c2ccccc2)c2c1C(c1ccco1)C(C#N)=C(N)O2 (centres undefined)
→ 3, -9, 4, 3, 0.0, 5, 9, 2, 6, -3
- O=C1C[C@@H]2c3c(cccc3CN1Cc1ccc(Cl)cc1)C[C@@H](O)[C@H]2O
→ -3, 1, 0, 2, -0.5, 0, -15, 3, -2, -1
- COC(=O)c1c(C)[nH]c(C(=O)OC(C)C(=O)N(C)C2CCCCC2)c1C (centres undefined)
→ -2, 2, 0, 2, -1.4, 4, -6, -1, 3, 7
- O=C(Cc1ccccc1[N+](=O)[O-])NNC(=O)c1ccncc1
→ 0, 0, -4, -1, -0.6, -5, -5, 0, -1, -3
- COc1ccc(C2C(C(=O)c3sc(C)nc3C)=C(O)C(=O)N2CCCn2ccnc2)cc1 (centres undefined)
→ 2, -6, -2, -3, 0.5, 4, 13, 6, 6, -2
- O=[N+]([O-])c1ccc(N=Cc2c(O)ccc3ccccc23)cc1
→ 3, 0, -2, 1, 0.6, -3, 11, 2, 6, -9
- Cc1ccc(NC(=O)CCN2CCN(CCO)CC2)cc1Br
→ -5, 4, -9, 4, 0.3, 0, -17, -4, -2, 1
- CC(C)N1CCN(Cc2ccc(Oc3ncccn3)cc2)CC1CCO (centres undefined)
→ -4, 3, 0, -4, -0.1, 6, -11, 1, 9, 1
- CCc1ccc(OCc2nnc(SCC(=O)NCc3ccco3)o2)cc1
→ -6, 3, -1, 1, -0.1, 5, 6, 1, -3, -6
- O=C(CCCn1c(=S)[nH]c2ccsc2c1=O)NCc1ccco1
→ 7, -4, 11, 2, 0.5, 1, -3, -1, 6, -7
- CCOC(=O)Cn1nnnc1CN(Cc1cccs1)Cc1cc2cc(C)ccc2[nH]c1=O
→ 4, 11, -3, 0, 0.5, 1, -1, 1, 2, 3
- O=C(Cc1c(Cl)cccc1Cl)N/N=C/c1cccnc1
→ -5, 1, 2, -4, -0.3, -6, -12, 1, -7, 0
- COc1ccc(/C=N/NC(=O)c2ccncc2)cc1Cn1nc([N+](=O)[O-])c(Br)c1C
→ 7, 4, 7, 3, 0.4, -9, -8, 4, -31, -3
- S=c1[nH]c(-c2ccccc2)cn1/N=C/c1cccnc1
→ -2, -4, -2, 0, -0.2, 4, 9, 1, 3, -2
- CCOc1cc(/C=C2\CCC/C(=C\c3cc(Cl)c(O)c(OCC)c3)C2=O)cc(Cl)c1O
→ 10, 0, -1, -1, -0.6, 3, -2, 0, -3, 4
- CCN(CC)CCNc1nc2c(c(=O)[nH]c(=O)n2C)n1CCCc1ccccc1
→ -3, -2, 8, -6, 0.2, -11, 17, 2, 19*, 0
- COc1cc(OC)c(C(=O)OCC(=O)N2CC(=O)Nc3ccccc32)cc1OC
→ -1, 0, 4, -5, 0.1, -2, 0, 7, 12, -5
- O=C(CNC(=O)c1ccco1)OCC(=O)c1ccc2ccccc2c1
→ -4, 1, 0, 0, -43, 4, -16, 3, -5, -7
- CC1(C)Cc2cccc(C(=O)NC3CCN(Cc4ccccc4)CC3)c2O1
→ 2, -1, 8, -4, 0.7, 4, 2, -1, -14, 2
- COCCSc1nnc(NC(=O)Cc2ccc(OC)cc2)s1
→ 0, 2, 1, -2, -0.2, -3, 3, 1, 3, -3
- Cn1c(CN2CCN(c3ccc(Cl)cc3)CC2)nc2ccccc21
→ -3, 2, 7, -2, -0.5, 0, -4, 3, -1, 5
- Cc1ccc(S(=O)(=O)NNC(=O)Nc2cccc(F)c2)c(C)c1
→ -6, 3, -5, 2, 0.0, 7, -8, -8, -7, 3
- COc1ccccc1NC(=O)c1cc(N)cc(C(=O)Nc2ccccc2OC)c1
→ -8, -1, 1, 0, 0.3, 2, 4, -1, -4, 3
- CC(C)C[C@@H](CN1CCC[C@@H]1CN1C(=S)NC[C@@H]1Cc1ccccc1)N1C[C@H](Cc2ccc(O)cc2)N(CCc2ccccc2)C1=S
→ -2, 2, -2, -2, 0.2, 3, -3, -4, -11, 0
- Cc1cc(C)nc(NS(=O)(=O)c2ccc(N/C=C/C(=O)c3ccc(Cl)c(Cl)c3)cc2)n1
→ 1, -1, -3, -1, -1.2, -4, -5, 0, 12, -3
- COc1ccc(CC2(CO)CCN(Cc3cnn(C)c3C)CC2)cc1
→ 0, -1, 9, -4, 0.0, 0, 4, 0, -2, -2
- COCc1cc(=O)n2[nH]c(SCc3ccccc3)nc2n1
→ -10, 1, 4, -1, -0.1, 4, 1, -1, -1, 3
- C[C@H](CO)N1C[C@H](C)[C@@H](CN(C)C(=O)Nc2ccc(F)cc2)Oc2cc(Br)ccc2S1(=O)=O
→ 3, 19, -8, 4, -0.1, 6, -2, -3, 2, 8
- Cn1c(=NC(=O)c2ccc3c(c2)OCCO3)sc2cc(S(C)(=O)=O)ccc21
→ 5, 5, -8, 3, -2.5, 1, -13, -7, -5, -1
- N#Cc1ccc(CN2C(=O)NC3(CCCCCC3)C2=O)cc1
→ -2, 0, 1, 2, 0.1, -1, 19, 0, 9, -4
- CCC(C)(C(=O)NC1CCCCC1)N(Cc1ccco1)C(=O)CNC(=O)c1ccccc1 (centres undefined)
→ 2, 14, 2, 1, 0.2, -2, 8, 1, 0, 2
- CCC1(c2ccccc2)NC(=O)N(CC(=O)Nc2ccc(S(=O)(=O)N3CC(C)CC(C)C3)cc2)C1=O (centres undefined)
→ 4, -3, -5, -3, 0.5, 3, -5, 1, -63, 0
- CC(C)CCNC(=O)c1[nH]c(C(F)(F)F)nc1-c1ccccc1
→ 4, -1, 3, 0, -0.7, 6, 3, 0, -2, -3
- O=C(NCCc1ccc(F)cc1)c1cccc(NC(=O)c2ccccc2)c1
→ -3, 0, -5, -2, 1.1, 0, 12, 4, -20, -2
- Cc1[nH]c(=O)nc(NN=Cc2ccc(Cl)cc2)c1C(=O)Nc1ccc(Cl)cc1
→ -3, 1, -4, -3, 0.0, -1, 3, 0, -18, -1
- CCOC(=O)c1ccc(NC(=O)COc2coc(CN3CCc4ccccc43)cc2=O)cc1
→ 1, 0, -3, -1, 0.3, -1, -1, -1, 4, -1
- CCCCC(=O)Nc1nnc(S(=O)(=O)N2CCCCCC2)s1
→ -5, -2, -10, 6, 0.2, -11, 2, -1, 0, 1
- c1ccc(-c2noc(C34CC5CC(CC(C5)C3)C4)n2)nc1
→ 4, 0, -1, 2, 0.4, -3, -4, -2, 2, 0
- COc1ccc(CN2C(=O)c3ccccc3C2c2nnnn2Cc2ccccc2)cc1 (centres undefined)
→ 2, -2, -3, -1, 0.8, 4, 7, 0, 4, 2
- CC(C)(C)OC(=O)CNC(=O)c1[nH]cnc1C(=O)N[C@@H](Cc1ccccc1)C(=O)OC(C)(C)C
→ 1, 0, 3, 1, 0.9, -5, -13, 0, -10, 1
- CC1=C(C(=O)N2CCOCC2)CC(CC(=O)NC2CC2)C(=O)N1Cc1ccccc1 (centres undefined)
→ -2, 7, 0, 1, -0.6, 0, -4, -5, 2, 4
- CCCS(=O)(=O)c1nc(S(=O)(=O)c2ccc(C)cc2)c(NCCCN2CCCC2=O)s1
→ 4, -1, 0, 2, 0.7, -1, 16, 0, 6, -5
- COc1ccccc1N1CCN(C(=O)c2ccc3[nH]c(C)c(C)c3c2)CC1
→ -2, 3, -6, 5, 0.5, 0, -2, -3, 11, 3
- COc1ccc(-c2c(Sc3ccccc3)c3cc(-c4ccc5c(c4)OCO5)ccc3n2C)cc1
→ -3, 16, -1, 1, -0.4, -2, 9, 1, -2, -3
- C[C@@H]1NC(=O)c2cc([N+](=O)[O-])cc(F)c2NCCC[C@@H](C(N)=O)NC(=O)[C@H](CC(N)=O)NC1=O
→ 9, -1, -3, 0, 0.0, 4, 0, -1, 12, -1
- CN(Cc1cc2ccccc2[nH]c1=O)C(=O)c1cccs1
→ -4, 1, 0, -1, 0.3, -3, -1, -3, 5, 0
- Cc1ccc(C2=NS(=O)(=O)N(C)C(C(=O)Nc3ccc4c(c3)OCO4)=C2)cc1
→ -4, -2, -1, 0, 0.9, 2, -11, -1, 7, -3

Full records from above:
`CC(=O)N1CCSc2ccc(S(=O)(=O)NCCc3ccc(C)cc3)cc21` reads TCR-CD3 inh = -2; UHRF1 binding = 0; DDE Tn6 FP inh = -2; PRMT1 inh = 4; KLK7 zymogen act = -0.3; DDE Tn7 FP inh = -4; TDP2 inh = 5; LEDGF integ inh = -5; SIAE primary = -2; MBD2 inh = -1
`CC(C)(C)OC(=O)CNC(=O)c1[nH]cnc1C(=O)N[C@@H](Cc1ccccc1)C(=O)OC(C)(C)C` reads TCR-CD3 inh = 1; UHRF1 binding = 0; DDE Tn6 FP inh = 3; PRMT1 inh = 1; KLK7 zymogen act = 0.9; DDE Tn7 FP inh = -5; TDP2 inh = -13; LEDGF integ inh = 0; SIAE primary = -10; MBD2 inh = 1
